Bioassay records: PubChem BioAssay, National Center for Advancing Translational Sciences (NCATS)
HCMV inh: inhibitors of human cytomegalovirus; AID 1259415; hit rate 4.5% among 410,000; HFF cells, HCMV-luciferase reporter, 72 h; stronger effect = lower value; activity change, negative = inhibition, % at 57.5 µM; in the data active = activity change below about -60%; inconclusive = no clear call, values can overlap the other calls; inactive = above about -39%
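Two-dose cell screen: HFF monolayers treated with compounds and infected with luciferase-expressing HCMV at 1 PFU/cell, 72 h at 37C, then lysed for luciferase measurement.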
LmPK inhibitor: blocks Leishmania mexicana pyruvate kinase activity; Potency, µM (series often up to 57.5 µM), for inactives: at the highest dose activity change, negative = inhibition, most hits filed as inhibitors; hit rate 0.37% among 290,000; purified LmPK, Kinase-Glo ATP luminescence, 1 h; note: potency is the fitted concentration of half-maximal effect
Target sequence (Q27686 whole entry, looked up): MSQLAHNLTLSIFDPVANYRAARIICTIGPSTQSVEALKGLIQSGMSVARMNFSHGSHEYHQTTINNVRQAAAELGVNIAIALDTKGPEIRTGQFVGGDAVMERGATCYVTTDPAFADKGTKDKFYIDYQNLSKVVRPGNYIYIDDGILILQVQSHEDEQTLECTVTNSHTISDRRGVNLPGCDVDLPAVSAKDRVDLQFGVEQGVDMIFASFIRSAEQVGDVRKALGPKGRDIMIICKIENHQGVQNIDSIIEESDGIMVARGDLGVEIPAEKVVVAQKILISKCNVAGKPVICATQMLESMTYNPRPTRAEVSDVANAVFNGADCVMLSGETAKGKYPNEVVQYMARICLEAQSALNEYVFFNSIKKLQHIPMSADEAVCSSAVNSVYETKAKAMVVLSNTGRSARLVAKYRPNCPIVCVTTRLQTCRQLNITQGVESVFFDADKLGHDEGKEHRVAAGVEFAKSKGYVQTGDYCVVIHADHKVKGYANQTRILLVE
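ATP generated from ADP (0.1 mM) and PEP (0.5 mM) by 0.1 nM LmPK over 1 h at room temperature (pH 7.2 imidazole buffer) was detected by coupled luciferase luminescence. Values were normalized to uninhibited and no-enzyme wells.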
AmpC detergent: AmpC beta-lactamase inhibition with detergent present | P00811 | AmpC hydrolysis of nitrocefin, absorbance 480 nm, 0.01% Triton | Potency, µM (highest dose often 114 µM), inactives show at the highest dose activity change, negative = inhibition, actives largely listed as inhibitors | hit rate 0.041% among 370,000 | AID 485294;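 note: potency is the fitted concentration of half-maximal effect; 0% = no-compound wells and -100% = no-enzyme wells; nearly all actives have a fitted effect of over 25% in size; some results filed as inactive show a strong effect at the top dose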
Target sequence (P00811 whole entry, looked up): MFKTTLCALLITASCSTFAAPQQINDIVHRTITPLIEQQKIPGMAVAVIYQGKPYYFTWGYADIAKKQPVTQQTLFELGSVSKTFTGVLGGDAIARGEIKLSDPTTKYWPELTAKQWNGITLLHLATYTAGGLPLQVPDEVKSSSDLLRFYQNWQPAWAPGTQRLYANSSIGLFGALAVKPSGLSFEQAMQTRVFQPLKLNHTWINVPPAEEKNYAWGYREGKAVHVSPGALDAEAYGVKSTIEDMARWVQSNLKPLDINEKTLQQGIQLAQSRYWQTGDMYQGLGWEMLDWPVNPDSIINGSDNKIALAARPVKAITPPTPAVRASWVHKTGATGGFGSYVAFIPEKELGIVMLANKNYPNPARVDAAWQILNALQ
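AmpC (5.3 nM in the dispensed reagent) in 20 mM phosphate pH 7.0 with 0.01% (detergent screen) or 0.0001% Triton X-100 was preincubated with compounds for 15 min at room temperature. Nitrocefin was then added from an 800 uM solution, and hydrolysis was followed at 480 nm.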
AmpC no deterg: blocks E. coli AmpC beta-lactamase in detergent-free assay; P00811; AmpC nitrocefin hydrolysis, absorbance 480 nm, 0.0001% Triton; Potency, µM (highest dose often 57.1 µM), for inactives: at the top dose activity change, negative = inhibition, usual class: inhibitors; hit rate 0.52% among 330,000; AID 485341;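 note: potency is the fitted concentration of half-maximal effect; plate controls were no compound for no effect and no enzyme for full effect; nearly all actives have a fitted effect of over 20% in size; some results filed as inactive show a strong effect at the top dose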
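AmpC (5.3 nM in the dispensed reagent) in 20 mM phosphate pH 7.0 with 0.01% (detergent screen) or 0.0001% Triton X-100 was preincubated with compounds for 15 min at room temperature. Nitrocefin was then added from an 800 uM solution, and hydrolysis was followed at 480 nm.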
HCV inhibitor: blocks hepatitis C virus. Huh7.5.1 HCVcc-Cre infection, luciferase reporter, 44 h. Potency, µM (titrated, usually from 41.8 µM), without a hit: at the top dose activity change, negative = inhibition, hits mostly inhibitors. AID 651820. hit rate 3.4% among 340,000; note: potency is the fitted concentration of half-maximal effect
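Infectious HCVcc-Cre (~0.5 moi) was added to cells just after compound, with cells seeded 4 h earlier at 1,000 per well. Luciferase activity after 44 h culture reported infection; substrate was incubated 15 min at room temperature before reading.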
TbPYK inhibitor: inhibitors of Trypanosoma brucei pyruvate kinase; TbPYK enzyme, Kinase-Glo Plus ATP luminescence, 45 min; AID 624173; Potency, µM (doses to about 76.8 µM), inactives show at the highest dose activity, negative = inhibition, usual class: inhibitors; Q57TT1; hit rate 0.12% among 410,000; note: potency is the fitted concentration of half-maximal effect; nearly all actives have a fitted effect of over 50% in size
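Luminescent Kinase-Glo Plus end-point after 45 min room-temperature reaction of T. brucei pyruvate kinase started with 130 uM ADP (final). Buffer TEA 50 mM pH 7.2 with KCl, MgCl2, BSA, Tween-20; titration-based qHTS with fitted concentration-effect curves.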
AMA1-RON2 inh: disrupts binding of P. falciparum AMA1 to RON2. AlphaScreen AMA1-biotinylated RON2 peptide binding. Potency, µM (series often up to 58.2 µM), for inactives: top-dose activity change, negative = inhibition, hits mostly inhibitors. hit rate 0.2% among 360,000. AID 720542;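 note: potency is the fitted concentration of half-maximal effect; 0% = vehicle wells and -100% = peptide control; nearly all actives have a fitted effect of over 45% in size; some results filed as inactive show a strong effect at the top dose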
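AMA1 (3D7) with his tag at 25 nM final met compounds first, then biotinylated RON2 peptide at 25 nM; detection used donor plus acceptor beads, 10 µg/mL apiece, read by AlphaScreen after 30 min at room temperature.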
The depositor's hits bear a star; ? = inconclusive; . = not tested or not shown; & = joins results of further samples; [ ] = another dose, or the depositor's remark. Unless noted, calls come from the whole dose curve; as a rule, active = well fitted curve in the direction sought with a large enough effect; inconclusive = small, poorly fitted or top-dose-only effect, or another doubt; inactive = no such curve, though single readings can be large; an effect the other way counts as inactive or inconclusive. Unless noted, % is set by controls: 0 for no effect and ±100 for the full control effect. Hits appear at their usual frequency; about 7.5% have a hit in one of these screens.

SMILES | HCMV inh | LmPK inhibitor | AmpC detergent | AmpC no deterg | HCV inhibitor | TbPYK inhibitor | AMA1-RON2 inh
CC1CCC(NC(=O)N(CCCl)N=O)CC1 (configuration not stated) | 43.9 | . | . | . | ? | -5.9%&9.3% | 6.7%
O=C(NCCC1=CCCCC1)C1CCN(S(=O)(=O)N2CCOCC2)CC1 | 64.7 | -6.1% | -0.6% | 6.5% | 19.9% | 5.1% | 35.6%
COc1ccc(-c2cc(-c3ccc(OC)c(OC)c3)n[nH]2)c(O)c1 | 157.3 | 3.4% | -12.2% | 9.0% | ? | -4.7% | 18.0%
COc1ccc(CN2CCc3c(c(=O)n4ncc(C(=O)N5CCN(c6ccccc6F)CC5)c4n3C)C2)cc1 | ? | . | 3.6% | . | . | 3.2% | .
Cc1cn([C@H]2C[C@H](O)[C@@H](CCC(=O)NCCCn3ccnc3)O2)c(=O)[nH]c1=O | 28.5 | . | . | -5.8% | 5.3% | 1.4% | -16.1%
Cc1ccc(N2CCN(C(=O)c3ccccc3NC(=O)C3CC=CCC3C(=O)O)CC2)cc1 (configuration not stated) | 43.8 | 13.8% | ? | -12.6% | 4.7% | 6.3% | -2.2%
COc1cccc(C2SCC(=O)N2c2ccc(C)cc2)c1OC (configuration not stated) | -12.0 | 3.4% | -16.5% | -13.0% | -10.7% | 6.0% | -16.4%
CN1C(=O)/C(=C2\SC(=S)N(NC(=O)c3cccnc3)C2=O)c2ccccc21 | 105.8 | 2.1% | -13.2% | -30.8% | 14.5% | -2.8% | 92.4%[activator]
Cc1ccccc1CN1c2ccccc2-c2nc(SCC(=O)Nc3cc(F)ccc3F)ncc2S1(=O)=O | -9.7 | . | 3.0% | . | . | 1.8% | .
C/C(CC(=O)Nc1ccc2c(c1)OCO2)=N\NC(=O)OC(C)(C)C | -17.3 | -1.9% | -3.0% | -8.8% | -1.9% | 2.6% | 2.7%
Cc1cccc2sc(NC(=O)c3cccc(S(=O)(=O)N4CCc5ccccc54)c3)nc12 | 8.7 | 1.1% | -3.7% | -28.8% | ? | 2.1% | 4.4%
Cc1c(C=O)c2ccccc2n1CC(=O)NCc1ccccc1 | ? | -0.4% | 7.2% | -12.7% | 8.3% | 0.0% | -9.9%
COc1ccc(/C=C2\CCCC3C2=NC(=S)NC3c2ccc(OC)cc2)cc1 (configuration not stated) | 49.5 | 0.0% | 5.6% | -18.2% | ? | -2.6% | -4.9%
COc1ccc(C(=O)N/N=C/c2ccc(OC(=O)c3ccccc3)cc2)cc1 | 53.1 | 1.0% | -11.5% | -25.4% | 9.7% | -2.0% | 10.6%
CCOC(=O)Cc1csc(NC(=O)c2cc(=O)c3ccccc3o2)n1 | -39.1 | -5.4% | 5.1% | -15.2% | 7.6% | -1.1% | 6.7%
Cc1ccc(CNS(=O)(=O)c2ccc(C(C)(C)C)cc2)n1C | 18.0 | -4.4% | -0.2% | -8.7% | 0.3% | -0.4% | -0.9%
O=C(N/N=C/c1ccncc1)c1cccc([N+](=O)[O-])c1 | 6.1 | 7.5% | -2.1% | -12.7% | 5.2% | . | .
C=CCn1c(SCc2nc3ccccc3[nH]2)nnc1-c1cccc(OC)c1 | -26.9 | 0.0% | ? | -6.4% | ? | -15.7% | 3.3%
CS(=O)(=O)c1ccc(Cl)c(NC(=O)COC(=O)c2ncc(Cl)c(Cl)c2Cl)c1 | -22.2 | . | -11.5% | -4.6% | 16.3% | -0.9% | 7.7%
CC1(C)CCC(=O)c2ccccc21 | 17.4 | . | . | . | 27.6% | -0.6% | -3.9%
CC(C)(C)OC(=O)NNC(=S)NCc1ccc(Cl)cc1 | 9.4 | -8.7% | ? | -4.6% | 15.4% | -17.9% | -0.7%
CC(=O)OC(C)(C)C1Cc2cc3ccc(=O)oc3cc2O1 (configuration not stated) | 29.5 | -1.5% | -8.5% | -3.5% | 5.2% | -16.2% | 12.1%
c1ccc(C(Nc2cccnc2)c2ccccc2)cc1 | -25.5 | . | . | . | 1.7% | -6.3% | -15.0%
Cc1[nH]c(=O)[nH]c(=O)c1S(=O)(=O)N1CCCC(C(=O)NCc2ccc3c(c2)OCO3)C1 (configuration not stated) | -33.6 | 2.6% | ? | -3.9% | 9.7% | 0.3% | 2.3%
Cn1c(=O)[nH]c(=O)c2c1nc(Br)n2Cc1ccccc1Cl | -18.9 | 2.0% | -13.7% | -15.8% | -11.5% | -1.5% | -2.7%
COc1ccc(CCNC(=O)Cn2c(=O)c3cccn3c3ccc(F)cc32)cc1OC | 3.6 | . | 17.7% | . | . | -1.7% | .
CCN(Cc1ccncc1)C(=O)C1CCC(=O)N(Cc2ccc(Cl)cc2)C1 (configuration not stated) | -5.7 | -0.8% | -7.9% | 15.2% | -6.4% | -7.4% | 14.2%
CC1=C(C(=O)N(C)C)CC(CC(=O)NCC2CCCCC2)C(=O)N1CCCN1CCCC1=O (configuration not stated) | 3.0 | . | . | . | . | -6.4% | 23.8%
Cc1c(O)ccc2c3c(c(=O)oc12)CCC(C)C3 (configuration not stated) | ? | 2.6% | -9.6% | -34.3% | ? | 1.0% | -8.6%
C=CCN(C(=O)CCC(=O)O)C1CC(=O)N(c2ccc(OCCC)cc2)C1=O (configuration not stated) | 34.3 | 4.2% | -13.4% | -18.5% | 2.0% | -10.6% | 0.9%
CCN(CC)CCSc1nc(O)c(-c2ccccc2)c(=O)[nH]1 | 10.7 | -5.4% | 4.0% | -2.1% | 13.1% | -12.9% | -3.5%
Cc1ccc(NC(=O)CSc2nc3sc(C)cc3c(=O)n2C)cc1 | ? | -0.9% | 7.6% | -7.3% | -22.5% | -0.6% | 25.0%
COc1cc(Nc2ncc3c(n2)CCN(Cc2cc(F)cc(F)c2)C3)cc(OC)c1 | ? | . | 0.8% | . | . | 1.2% | .
Cc1ccc2nc(SCC(=O)Nc3c(C)n(C)n(-c4ccccc4)c3=O)[nH]c2c1 | ? | -2.5% | 1.0% | -28.8% | 4.0% | -1.6% | -5.6%
CCCOc1ccc(CNC(=O)C(CC)n2nc(C)c3sc4ccccc4c3c2=O)cc1 (configuration not stated) | 8.7 | . | -3.6% | . | . | -6.6% | .
O=C(/C=C/Nc1ccccc1Oc1ccccc1)c1ccco1 | -28.4 | -0.2% | -4.4% | -10.0%[2.29 µM] | ? | 3.0% | -24.9%
COc1ccccc1C(CC(=O)O)c1ccc2c(c1)OCO2 (configuration not stated) | 32.7 | -9.9% | -1.1% | -13.6% | 10.4% | -4.4% | -1.8%
Cc1cc(C(=O)NCc2ccco2)cs1 | 15.5 | 4.7% | 2.8% | -18.6% | -6.2% | 3.7% | -1.8%
CC1=NN(c2cccc(F)c2)C(=O)/C1=C/c1ccc(N(C)C)cc1 | 12.9 | -7.4% | -13.8% | -8.4% | 26.2% | -0.7% | -3.7%
Cc1ccc(S(=O)(=O)NCc2ccccc2)cc1C(=O)NCC1CCCO1 (configuration not stated) | -37.1 | . | -10.4% | -13.5% | 7.4% | 6.8% | 11.4%
Cc1ccc(Nc2nnc(SC(C)C(=O)NCC3CCCO3)s2)cc1 (configuration not stated) | -6.5 | . | . | -1.7% | -11.4% | 4.6% | 0.6%[11.6 µM]
CCOC(=O)C1CCN(C(=O)CCc2ccc(S(=O)(=O)NC(C)C)cc2)CC1 | 12.4 | 0.0% | ? | 6.2% | -3.8% | 1.9% | 5.7%
Cc1ccc(-c2csc(=Nc3ccccc3)n2CCCO)cc1 | -23.9 | . | 0.7% | . | . | -1.7% | .
COCCCn1cnc2c(c1=O)c1nc3ccccc3nc1n2-c1ccc(C)cc1 | ? | 3.1% | ? | 5.0% | -14.4% | -5.8% | 3.5%
COc1cc2c(cc1OC)C(COc1ccccc1OC)N(C(=O)c1ccco1)CC2 (configuration not stated) | -24.9 | 4.6% | 4.0% | 84.2%[activator] | 35.2%[activator] | 5.5% | -8.0%
O=C(CCCn1c(=O)oc2ccccc21)NNC(=O)COc1ccc(F)cc1 | -16.8 | . | . | -13.0% | 4.5% | -1.2% | 75.1%[activator]
Cc1cc(C)cc(OCC(=O)OCCN2C(=O)c3ccccc3C2=O)c1 | 26.5 | 5.1% | -7.9% | 7.2% | 7.9% | ? | 17.1%
COc1ccc(CCC(=O)NNC(=S)Nc2cccc(C(C)=O)c2)cc1 | -35.0 | 4.0% | ? | -57.1% | -27.5% | -16.9% | 47.1%[activator]
CSCC[C@H](NC(=O)OC(C)(C)C)C(=O)NCC1CCC(C(=O)O)CC1 (some centres not stated) | 27.6 | 0.9% | 0.3% | 98.2%[activator] | 23.5% | 7.5% | -3.1%
COc1ccc(C(=O)Nc2ccnc(-c3cccnc3)n2)cc1 | 25.9 | 0.0% | -5.2% | -11.2% | -3.3% | 4.5% | 9.5%
Cc1c(C(=O)NCc2ccccc2CN2CCCC2)oc2c(F)cccc12 | -14.0 | . | ? | 17.3% | -14.5% | -11.1% | -11.0%
COC(=O)CSc1nc(N)c(C#N)c(-c2ccc(O)cc2)c1C#N | 4.5 | -1.0% | 7.0% | -36.1% | 1.0% | 0.3% | -1.1%
CCN(CC)CCn1c2ccccc2c2cnc(N)c(C#N)c21 | -97.7* | -3.6% | -2.6% | -6.2% | 10µM* | -11.5% | 2.2%
Cc1ccc(S(=O)(=O)N2CCOCC2)cc1NC(=O)COC(=O)c1cccnc1Cl | 28.5 | -1.1% | 1.6% | 0.2% | 12.5% | 2.2% | -12.1%
